# Compound activity (PubChem BioAssay)
# Lipid storage S3: qHTS Assay for Lipid Storage Modulators in Drosophila S3 Cells; Drosophila S3 cells, BODIPY lipid droplet fluorescence, 18-24 h; cells fed with added oleic acid; 0.64% of 320,000 active; lipid storage change, negative = inhibition, % at the top dose, mostly 46.1 µM; hits show Potency in µM; AID 2685; active = well fitted inhibition curve with a large enough effect in the signal ratio, with a control signal flat, not every such curve was filed as active; inconclusive = small, poorly fitted or top-dose-only effect, or effect the other way, or a change in a side signal; the % refers to the signal ratio
#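 Drosophila S3 cells loaded with oleic acid (400 uM, as added) and compounds at several concentrations; lipid droplets imaged by 488-nm laser-scanning cytometry, 500–530 nm intensity and object ratio to cell channel. Percent activity normalized to 20 uM Triacsin C.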
# Lipid storage S3 cell count max: recorded beside Lipid storage S3, whose call it bears; cell number change, %; measured here: cell count max response;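 cells counted by Cell Tracker Red CMTPX staining in the red channel; peak over a dose series mostly up to 46.1 µM; percent activity relative to internal control wells on each plate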
# An asterisk follows results filed as active; i = inactive; ? = inconclusive; nt = no result given; [ ] = remark or other dose. % is set by controls: 0 for no effect and ±100 for the full control effect; potency is the fitted concentration of half-maximal effect. Only part of the results is shown (hit frequency here may not be typical).
SMILES,Lipid storage S3,Lipid storage S3 cell count max
O=C1SC(c2ccccc2)=C/C1=C\N1CCCCC1,-18%,1
COc1ccc2c(c1)CCCN2C(N)=Nc1ccc(Cl)cc1,-2%,-2
COc1ccc(OC)c(/C=N/NC(=O)Cc2nc3ccccc3[nH]2)c1,?,nt
COC/C=C/C1=CC2=CC(=O)C(C)(OC(=O)c3cnc4ccccc4n3)C(=O)C2=CN1Cc1ccc(OC)cc1 (configuration not stated),17%,-9
Cc1ccc(-n2nc(CN3CCOCC3)c(-c3ccccc3)c2N)c(C)c1,22%,0
O=C(CN1C(=O)NC2(CCCCCC2)C1=O)N1CCN(S(=O)(=O)c2ccc(Cl)cc2)CC1,-5%,20
CSc1nnc(-c2ccc(S(=O)(=O)N3CCOCC3)cc2)n1C,?,nt
COc1ccccc1C(O)P(=O)(OC(C)C)c1ccc(N(C)C)cc1 (configuration not stated),-3%,-2
O=C(COc1ccc(F)c(Cl)c1)N1CCCCCCC1,-23%,nt
N=P(N1CCOCC1)(N1CCOCC1)C12CC3CC(CC(C3)C1)C2,?,nt
Cc1cc(Br)ccc1SCC(=O)OCC(=O)NC1CC1,1%,24
CCOC(=O)C(CCC(=O)O)(CCC(C)C)c1csc(N)n1 (configuration not stated),?,nt

# Quoted at random: seven compounds from above, in no set order.
SMILES,Lipid storage S3,Lipid storage S3 cell count max
CSc1nnc(-c2ccc(S(=O)(=O)N3CCOCC3)cc2)n1C,?,nt
COc1ccc2c(c1)CCCN2C(N)=Nc1ccc(Cl)cc1,-2%,-2
O=C(COc1ccc(F)c(Cl)c1)N1CCCCCCC1,-23%,nt
O=C1SC(c2ccccc2)=C/C1=C\N1CCCCC1,-18%,1
CCOC(=O)C(CCC(=O)O)(CCC(C)C)c1csc(N)n1 (configuration not stated),?,nt
N=P(N1CCOCC1)(N1CCOCC1)C12CC3CC(CC(C3)C1)C2,?,nt
O=C(CN1C(=O)NC2(CCCCCC2)C1=O)N1CCN(S(=O)(=O)c2ccc(Cl)cc2)CC1,-5%,20

# (next part)
SMILES,Lipid storage S3,Lipid storage S3 cell count max
O=C(O)c1nn(-c2ccccc2)c(-c2ccccc2)c1C(=O)c1ccccc1,?,nt
O=C(NCc1ccco1)C(=O)NCC1OCCN1C(=O)c1ccc(Cl)cc1 (configuration not stated),?,nt
CCCNC(=O)c1nnsc1S(=O)c1ccc(Cl)cc1 (configuration not stated),?,nt
CCCC1NC(=S)N(C2CCCCC2)C1=O (configuration not stated),?,nt
COc1ccccc1Oc1ccc(S(=O)(=O)N2CCOCC2)cc1S(=O)(=O)N1CCOCC1,3%,11
CC(=O)c1ccc(N2CCN(S(=O)(=O)c3ccc4c5c3CC(=O)N5CC(C)S4)CC2)cc1 (configuration not stated),?,nt
CCN(CC)S(=O)(=O)c1ccc(NC(=O)CO/N=C(\N)c2ccccc2)cc1,?,nt
Cc1nc2ccccc2c(=O)n1/N=C/c1ccccc1Cl,?,nt
CN(C1(C)CCS(=O)(=O)C1)S(=O)(=O)c1cccc([N+](=O)[O-])c1 (configuration not stated),6%,11
Cc1nc(NC(=O)c2ccc3c(c2)OCCO3)ccc1Br,i,-25
CC(=O)Nc1ccc(S(=O)(=O)c2ccc(C)cc2)cc1,-24%,-22
CCNC(=O)c1ccccc1NC(=O)C1CC(=O)N(C(C)C)C1 (configuration not stated),?,nt
S=c1[nH]nc(-c2ccccn2)n1/N=C/c1ccc(Br)s1,10%,0
Cc1ccccc1C(=O)Nc1ccc(-c2nc3ccc(C(=O)c4ccccc4)cc3[nH]2)cc1,?,nt
CC(=O)N1CCc2c(sc(NC(=O)C3COc4ccccc4O3)c2C(N)=O)C1 (configuration not stated),?,nt
C=CCOc1c(Cl)cc(CNc2ccc3[nH]c(=O)[nH]c3c2)cc1OC,8%,-1
CN(c1ccccc1)S(=O)(=O)c1ccc(Cl)c(C(=O)OCC(=O)NCc2ccco2)c1,?,nt
C=C1CCN([C@H](C(=O)NCc2cc(OC)c(OC)c(OC)c2)C(C)C)S(=O)(=O)c2ccccc21,1%,12
Cc1cc([N+](=O)[O-])ccc1NC(=O)c1cncc(Br)c1,?,nt
Cc1cc(C)c2[nH]c(O)c(N=Nc3ccc(C(=O)O)cc3)c2c1,i,-22
O=C(Cn1cccc1C(=O)c1ccccc1)NCc1ccccc1Cl,i,-8
C=CCn1cnc2c(nnn2-c2ccc(C)c(Cl)c2)c1=O,0%[9.22 µM],-7
O=C(COC(=O)CCc1nc2ccccc2s1)NCc1ccco1,?,nt
CC(=O)Nc1ccc(NC(=O)C2CCN(S(=O)(=O)c3ccc4c(c3)OCCO4)CC2)cc1,?,nt
COc1cccc(C2=CC(c3cccc(OC)c3OC(F)F)n3nnnc3N2)c1 (configuration not stated),i,nt
c1nc(N2CCCC2)c2[nH]cnc2n1,2%,0
CCCC(CCC(=O)Nc1cccc([N+](=O)[O-])c1)C(=O)O (configuration not stated),-8%,2
NS(=O)(=O)c1ccc(NC(=O)CSc2ncnc3ccccc23)cc1,?,nt
COc1cc2ccccc2cc1C(=O)OCC(=O)NC1CCS(=O)(=O)C1 (configuration not stated),4%,-8
Cc1ccc(N/C=C/C(=O)c2ccccc2)cc1Br,?,nt
CC(=O)c1sc(=S)n(Cc2ccccc2)c1C,?,nt
CCOC(=O)CN1C(=O)NC2NC(=O)NC21 (configuration not stated),-2%,18
CC(=O)Nc1cccc(OC(=O)COc2ccc(Br)cc2)c1,?,nt
COC(=O)c1ccc(C(=O)N(C)C2CCCN(Cc3ccccc3F)C2)cc1 (configuration not stated),17%,-7
Cc1ccccc1NC(=S)N1CCCC(c2nc3ccccc3[nH]2)C1 (configuration not stated),?,nt
COCCn1c(N)c(N(Cc2ccccc2)C(=O)COc2ccccc2F)c(=O)[nH]c1=O,?,nt
O=C(OCC(=O)N1CCN(c2ccccc2)CC1)c1cccc(Cl)c1,-3%,-9
Cc1csc(=Nc2cccnc2)n1CC1CCCCC1,15%,nt
O=C(NNC(=O)c1nn(-c2ccc(F)cc2)ccc1=O)c1ccccc1Cl,14%,nt
Clc1ccc(-c2cc3ccccc3[nH]2)cc1,?,nt
Cc1ccc(OCCCC(=O)Nc2ccc(S(N)(=O)=O)cc2)cc1,-8%,-16
Cc1cc(NC(=O)CCC(=O)N(CC(=O)NC2CCCC2)c2ccccc2)no1,10%,-8
CNC(=S)NNC(=O)c1ccc2c(c1)OCO2,?,nt
COc1ccc(NCc2ccc([N+](=O)[O-])s2)c(OC)c1,10%,5
CCc1ccc(/C=N/Nc2ncnc3nc[nH]c23)cc1,?,nt
COc1ccc2ncn(-c3ccccc3)c2c1,19%,-17
Cc1nn(-c2ccc(Cl)cc2)c(NC(=O)C(C)C)c(-c2ccccc2)c1=O,-5%,-11
COc1ccc(CNC(=O)COC(=O)c2ccccc2OCC(=O)Nc2ccc(SC(F)F)cc2)cc1,1%,-11
CCOc1ccc(NC(=S)N2CCC(C(N)=O)CC2)cc1,26%,16
COCc1ccc(C(=O)N(C)C2CCCN(Cc3ccccc3F)C2)o1 (configuration not stated),-23%,-1
COc1ccc(NC(=O)CSc2ccc3nnc(-c4cccnc4)n3n2)cc1OC,?,nt
CCn1c2ccccc2c2cc(/C=N/n3c(-c4cc(C)[nH]n4)n[nH]c3=S)ccc21,?,nt
CCN1C(=O)/C(=C\c2cccn2-c2ccc([N+](=O)[O-])cc2)N(CC)C1=S,i,-3
NS(=O)(=O)c1cccc(NC(=O)C2CC(=O)N(Cc3ccco3)C2)c1 (configuration not stated),?,nt
COc1ccc(/C(C)=N/NC(=O)c2ccc(NS(=O)(=O)c3cccs3)cc2)cc1,?,nt
O=C(Nc1ccccn1)NC(C(F)(F)F)C(F)(F)F,8%,-1
CCC(C)NC(=O)CCSCCC(=O)NC(C)CC (configuration not stated),-21%,7
CCN=C1S/C(=C\c2cn(CC)c3ccccc23)C(=O)N1CC,?,nt
O=[N+]([O-])c1ccc2c(c1)C=C1CCCCC1(N1CCCC1)O2 (configuration not stated),?,nt
COc1ccc(S(=O)(=O)N(C)CC(=O)N2CCCC2)cc1OC,?,nt

# (listing goes on)
SMILES,Lipid storage S3,Lipid storage S3 cell count max
Cc1ccc(NC2CCCN(C(=O)CSc3ccccn3)C2)cc1C (configuration not stated),?,nt
CCc1nc(Nc2ccc3nccnc3c2)c2oc3ccccc3c2n1,?,nt
CC1(c2ccc3ccccc3c2)NC(=O)N(CC(=O)NCC(C)(C)N2CCOCC2)C1=O (configuration not stated),5%,4
COCCN(C(=O)COC(=O)c1cc2ccccc2cc1OC)c1c(N)n(Cc2ccccc2)c(=O)[nH]c1=O,?,nt
CC(=O)N(c1nnc(-c2cccc(C)c2)s1)C1CCCC1,-14%,2
CC1CCN(c2nc3c(=O)[nH]c(N)nc3n2[C@@H]2O[C@H](CO)[C@@H](O)[C@H]2O)CC1,?,nt
CC(C)(C)NC(=O)NC(=O)CN1CCN(c2ncc(C(F)(F)F)cc2Cl)CC1,?,nt
Cc1ccc(NC(=O)CSc2ncccn2)c([N+](=O)[O-])c1,15%,nt
O=C(NC1CCCCCC1)C1CCN(c2nc3ccccc3o2)CC1,?,nt
CS(=O)(=O)N(CC(=O)Nc1ccccc1-c1ccccc1)c1ccc(F)cc1,?,nt
CCOC(=O)c1c(S(=O)(=O)NCC(=O)Nc2cc(C)ccc2C)c(C)n(C)c1C,?,nt
CC(C)Oc1ccc(CNCC2(O)CCOC(C)(C)C2)cc1 (configuration not stated),8%,1
Cc1cc(NC(=O)c2nn(C)c(C)c2[N+](=O)[O-])no1,12%,1
COC(=O)c1ccc(C2=NOC(C)(c3nnc(Cc4ccccc4)o3)C2)cc1 (configuration not stated),i,-19
COc1ccc(NC(=O)c2ccc(C)o2)c([N+](=O)[O-])c1,1%,2
CCOc1ccc(C(=O)O)cn1,?,nt
Cc1nc2ccn(Cc3ccccc3)c(=O)c2cc1C(=O)N1CCN(c2ccccc2)CC1,?,nt
CC(C)c1ccc(NC(=O)NC2(C(=O)NCc3cccnc3)CCCCC2)cc1,?,nt
O=C(c1[nH]nc2c1CCc1ccccc1-2)N1CCN(Cc2ccc3c(c2)OCO3)CC1,?,nt
O=C(O)C1C2CCC(O2)C1C(=O)Nc1cnn(Cc2ccccc2)c1 (configuration not stated),i,17
Cc1cccc(-n2cc(CN3CCN(c4ccccn4)CC3)c(-c3cccc(F)c3)n2)c1,12%,5
Cc1cccc(OCC(=O)NCC(=O)N/N=C/c2ccc(O)cc2O)c1,?,nt
N#Cc1c(N)n(CCOC(=O)c2cccc(Br)c2)c2nc3ccccc3nc12,?,nt
O=[N+]([O-])c1ccc(NC(=S)NCCc2ccc(Cl)cc2)cc1,?,nt
CCOC(=O)C1=C(C)NC(=O)NC1c1ccc(C)o1 (configuration not stated),?,nt
Cc1ccc(S(=O)(=O)N2CC(=O)Nc3ccccc32)cc1C,?,nt
Cc1c(C(=O)N2CCOCC2)sc(NC(=O)Cc2ccccc2)c1C#N,?,nt
CC(=O)C1=C(C)OC(N)=C(C#N)C1c1cc2cccc(C)c2nc1Cl (configuration not stated),?,nt
O=C(NCc1ccco1)C1CCN(c2nc3ccccc3n2Cc2ccc(F)cc2)CC1,?,nt
COc1ccc(C)cc1NC(=O)COC(=O)c1c(C)noc1C,?,nt
O=C(NCc1ccc2c(c1)OCO2)C1CC(=O)N(C2CCCCCCC2)C1 (configuration not stated),-13%,-5
COc1ccc(-c2csc3ncnc(Cl)c23)cc1,10%,3
CCOCCn1c(SCc2cccc(C)c2)nc2c1c(=O)[nH]c(=O)n2C,?,nt
CCC(C)NC(=O)C1CCN(S(=O)(=O)c2cccc3nonc23)CC1 (configuration not stated),?,nt
O=C(C1CCCN(S(=O)(=O)Cc2ccccc2)C1)N1CCCCC1 (configuration not stated),-6%,3
CC1CC(=O)N(CC(=O)Nc2ccccc2F)c2ccccc2S1(=O)=O (configuration not stated),?,nt
CC(=O)Nc1nonc1-c1nc2ccccc2n1CCC(C)C,?,nt
O=C(c1ccc(Oc2ccccc2)cc1)c1nc2c(n1O)CCCC2,?,nt
O=C(Cn1cnc2ccccc2c1=O)OCCCCN1C(=O)c2ccccc2C1=O,?,nt
CC(C)Nc1nc(Cl)nc(NN(C)c2nc(N(C)C)nc(N(C)C)n2)n1,?,nt
Cc1ccc(S(=O)(=O)CC(=O)Nc2nnc(C(C)(C)C)s2)cc1,?,nt
CCn1c(COc2ccccc2)nnc1SCC(=O)Nc1cc(C)ccc1OC,?,nt
COc1cc(OC)cc(C(=O)N[C@H](C(=O)OCC(=O)Nc2ccc(C(C)C)cc2)C(C)C)c1,-10%,-20
COC(=O)c1cnn(-c2ccccc2)c1/C=N/NC(=S)Nc1ccccc1,11%,17
Cc1cc2cc(CNC(=O)c3ccc(S(=O)(=O)N(C)C)cc3)ccc2n1C,?,nt
CCC1(c2ccccc2)NC(=O)N(CC(=O)NC2(C#N)CCCCC2)C1=O (configuration not stated),i,25
Cc1cc(Cl)ccc1OCCCC(=O)N1CCCc2ccccc21,?,nt
CN1CCN(c2ccc(NC(=O)N3CCc4ccccc43)cc2)CC1,?,nt

# A few values from the entries so far:
# CC(C)Oc1ccc(CNCC2(O)CCOC(C)(C)C2)cc1 (configuration not stated) | Lipid storage S3 cell count max = 1
# Cc1nn(-c2ccc(Cl)cc2)c(NC(=O)C(C)C)c(-c2ccccc2)c1=O | Lipid storage S3 = -5%
